SARS 3CLpro inh = SARS-CoV 3CLpro protease inhibition | AID 1706 | inhibition, % at 6 µM | 290,000 compounds, 0.14% hits | recombinant SARS-CoV 3CLpro, quenched FRET peptide cleavage; in the data active = inhibition above about 12%
VHR inh abs = blocks human VHR1 dual specificity phosphatase; 290,000 compounds, 0.52% hits; recombinant VHR phosphatase, pNPP absorbance; inhibition, % at 13.3 µM; in the data active = inhibition above about 50%; note: some compounds called inactive have numbers as strong as hits
Target sequence (P51452 whole entry, looked up): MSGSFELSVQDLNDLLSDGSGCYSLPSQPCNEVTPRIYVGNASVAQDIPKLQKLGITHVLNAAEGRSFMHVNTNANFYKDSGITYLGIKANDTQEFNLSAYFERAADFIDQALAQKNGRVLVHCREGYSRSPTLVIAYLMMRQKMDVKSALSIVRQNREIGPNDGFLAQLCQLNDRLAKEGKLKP
Starred values were filed as active, the others as inactive. An excerpt, so the mix of outcomes need not match the whole.

SMILES	SARS 3CLpro inh	VHR inh abs
CC[C@@H]1C=C(C)C[C@H](C)C[C@H](OC)[C@H]2O[C@@](O)(C(=O)C(=O)N3CCCC[C@H]3C(=O)O[C@H](/C(C)=C/[C@@H]3CC[C@@H](O)[C@H](OC)C3)[C@H](C)[C@@H](O)CC1=O)[C@H](C)C[C@@H]2OC	12	22
CC(=O)Nc1cccc(NC(=O)CSc2nnnn2-c2ccc3c(c2)OCO3)c1	0	15
CN1C(=O)/C(=C2\SC(=S)N(CC3CCCO3)C2=O)c2ccccc21 (centres undefined)	4	23
O=C(NC1=NCCS1)c1cccc(S(=O)(=O)N2CCCCC2)c1	1	12
CC[C@H](C)[C@@H](NC(=O)O[C@@H]1C(=O)c2cc(Br)ccc2O[C@H]1c1ccc2c(c1)OCO2)C(=O)OC	2	5
S=C1NC2(CCS1)Oc1ccccc1C1CC(c3ccccc3)=NN12 (centres undefined)	-2	33
FC(F)(F)c1ccccc1C1C2=C(Nc3ncnn31)c1ccccc1CCC2 (centres undefined)	-3	1
O=c1[nH]c2ccccc2n1CCCN1CCN(C(c2ccccc2)c2ccccc2)CC1	3	-3
COc1cc(-c2nnc(COC(=O)c3c4c(nc5ccccc35)CCCC4)o2)cc(OC)c1OC	3	20
Cc1ccc2c(c1)NC(=O)C(CC(=O)NCCCN1CCN(C3CCCCC3)CC1)O2 (centres undefined)	0	28
CCCOc1ccc(C(=O)NC(=S)Nc2nc3ccc(C)cc3s2)cc1	0	15
CCN1CCN(CC(=O)Nc2c(C(=O)OC)[nH]c3cccc(Cl)c23)CC1	-4	5
Cc1cc(C)c(C)c(C(=O)CSc2nnc(C)c(=O)[nH]2)c1C	1	12
COc1cc(NS(=O)(=O)c2ccc(F)cc2)c(OC)cc1NC(=O)C1CC1	-5	5
CCOC(=O)c1cn(-c2nc(-c3ccc(Cl)cc3)cs2)c2c(F)c(N3CC(C)OC(C)C3)c(F)cc2c1=O (centres undefined)	-2	23
COC(=O)c1ccc2c(c1)N(Cc1cc(C)ccc1C)C(=O)c1ccccc1S2=O (centres undefined)	-2	0
C#CCOCCOCCOCCNc1nc(N2CCN(C(=O)Cn3cc(CCCCN)nn3)CC2)nc(N2CCN(C(=O)[C@H](C)n3cc(CCCN=C(N)N)nn3)CC2)n1	-3	15
c1nnc2c3c4c(sc3ncn12)CCCC4	-2	-4
N=C1C(c2nc3ccccc3c(=O)[nH]2)=C(O)CN1c1ccccc1	1	16
COc1cc(/C=N/NC(=O)c2cncc(Br)c2)ccc1OC(=O)c1ccc2c(c1)OCO2	6	13

The last 2 entries of the section before come first, to join the parts:
SMILES	SARS 3CLpro inh	VHR inh abs
N=C1C(c2nc3ccccc3c(=O)[nH]2)=C(O)CN1c1ccccc1	1	16
COc1cc(/C=N/NC(=O)c2cncc(Br)c2)ccc1OC(=O)c1ccc2c(c1)OCO2	6	13
COCCCNc1ncnc2c1[nH]c1ccccc12	-3	13
Cc1ccc(S(=O)(=O)c2cnc(-c3ccccc3)nc2Oc2ccccc2)cc1	1	8
CN1CCc2c(c3c(n2C)CCN(C)[C@H]3c2ccccc2F)[C@@H]1c1ccccc1F	-1	42
NC(=O)CC[C@@H]1NC(=O)C(Cc2ccc(O)cc2)NC(=O)c2cc([N+](=O)[O-])cc(F)c2NCCC[C@@H](C(N)=O)NC1=O (some centres undefined)	-1	9
CCOC(=O)C1CCCN(c2c(N3CCc4ccccc4C3)c(=O)c2=O)C1 (centres undefined)	11	27
Cn1c(=O)oc2cc(S(=O)(=O)N3CCCC(C(=O)N4CC=C(c5ccccc5)CC4)C3)ccc21 (centres undefined)	-4	-8
CCCCCn1c(=O)c(-c2nc3ccccc3c(=O)[nH]2)c(O)c2ccccc21	-2	-12
COc1ccc(OC)c(CNCCNC(=O)c2ccco2)c1	1	19
CSc1ncccc1C(=O)OCc1ccc(COC(=O)c2cccnc2SC)cc1	4	13
CC(=NCc1ccncc1)C1=C(O)c2ccccc2C1=O	4	27
CCN(Cc1cc2ccc(C)cc2[nH]c1=O)C(=O)c1cccnc1	7	17
O=C(Nc1cccc(Cl)c1)c1c(O)c2c(n(Cc3ccccc3)c1=O)CCCC2	2	-3
CCCc1cc(=O)oc2cc(OCC(=O)OC)cc(OCC(=O)OC)c12	8	16
Cc1sc2ncn(CC(=O)OC(C)C)c(=O)c2c1C	4	10
c1ccc(-c2ccc(-c3nccc4ccccc34)[nH]2)cc1	-1	16
COc1cc(C2NC(C(=O)O)CS2)ccc1OCc1ccccc1C#N (centres undefined)	1	6
CCN(CC)CCCN1C(=O)C(O)=C(C(C)=O)C1c1cccc(OC)c1 (centres undefined)	-4	20
O=C(NCCc1ccc(F)cc1)c1cc(-c2ccncc2)nc2ccccc12	1	23
CC1CCC(NC(=O)CN2C(=O)C3CCCN3c3ncc(Cl)cc32)CC1 (centres undefined)	2	-10
COC(=O)c1c(NC(=O)c2c(C)noc2C)sc2c1CCCCCC2	0	-6
CC1CCN(c2nc3c(c(=O)[nH]c(=O)n3C)n2CCSc2nc3ccccc3o2)CC1	-1	-2
COc1ccc(CCN(C(=O)c2ccccc2)C2=CC3CCC(C2)N3C)cc1OC (centres undefined)	2	18
Cc1ccc2nc3sc(-c4nnc(-c5ccccc5[N+](=O)[O-])o4)c(N)c3cc2c1	-11	17
Cc1cc(C(=O)CSc2nc3ccccc3c(=O)n2C)c(C)n1CC1CCCO1 (centres undefined)	1	11
CN(C)c1ccc(/C=c2\sc3nc(-c4ccccc4)nn3c2=O)cc1	-2	3
O=c1[nH]c(=S)[nH]c(O)c1N=Nc1ccc(-c2ccccc2)cc1[N+](=O)[O-]	-1	20
Cc1ccc(-c2nn(C)c(=O)c3ccccc23)cc1CNC(=O)Cn1nc(-c2ccccc2)c2ccccc2c1=O	-6	21
O=C1c2ccc3c4c(ccc(c24)C(=O)N1Cc1cccnc1)C(=O)N(Cc1cccnc1)C3=O	2	26
CCOC(=O)c1c(N)n(CC(C)NC(=O)C2CC2)c2nc3ccccc3nc12 (centres undefined)	4	34
Cc1cc(C)cc(NC(=O)Cn2c(SCc3cc(C)ccc3C)nc3ccncc32)c1	2	4
O=C(c1noc2c1CCCC2)N1CCN(C(c2ccccc2)c2ccccc2)CC1	0	-2
CCCNC(=O)C(C)n1c2ccccc2c2nc(=O)cc(C)n21 (centres undefined)	0	42
Cc1ccc(C2(C)NC(=O)N(CC(=O)NC(=O)NC3CCCC3)C2=O)cc1 (centres undefined)	-2	-15
CCOC(=O)c1[nH]c(C)c(/C(O)=C2\C(=O)C(=O)N(CCCN(C)C)C2c2ccncc2)c1C (centres undefined)	-2	10
Cn1c(=O)c2[nH]c(-c3ccccc3)nc2n(C)c1=O	-1	-3
Cc1nn2c(N3CCN(C(=O)c4ccco4)CC3)cc(C(C)(C)C)nc2c1-c1ccc(Cl)cc1	-2	26
COc1ccc2c(c1)c(C(O)CN1CCC3(CC1)OCCO3)c(C)n2C (centres undefined)	-2	36
Cc1ccc(S(=O)(=O)N2C(=S)SCC2(C)C)cc1	6	17
O=C(O)CCC(NC(=O)C(Cc1ccc2c(c1)OCO2)NC(=O)c1ccccc1)C(=O)O (centres undefined)	6	6
Cc1noc(C)c1CSc1ncnc2sc3c(c12)CCC3	1	19
O=C(Cn1ncc2c(=O)oc3ccccc3c21)Nc1nc2ccccc2s1	0	13
CC(C)[C@@]1(NC(=O)[C@@H]2C=C3c4cccc5[nH]cc(c45)C[C@H]3N(C)C2)O[C@@]2(O)[C@@H]3CCCN3C(=O)[C@H](Cc3ccccc3)N2C1=O	-4	16
CCOC(=O)NC1(Nc2ccc(Cl)cn2)Oc2ccccc2O1	6	10
COc1cc(C2c3c(oc4ccccc4c3=O)C(=O)N2Cc2cccnc2)cc(OC)c1OC (centres undefined)	-1	-14
Cn1c(C(=O)N2CCN(C3CCCCC3)CC2)cc2c(=O)n(C)c3ccccc3c21	0	8
CCN1C(=O)/C(=C\c2ccc([N+](=O)[O-])s2)C(=O)NC1=S	0	3
COc1cc2c(=O)nc3n(c2cc1OC)C(c1ccccc1)N=C(N)N3 (centres undefined)	-1	24
CCn1c(=O)c2cc(C(=O)N3CCCC3)sc2c2ccccc21	1	-6
Cn1c(=O)c2c(-c3cccc(F)c3)c3c(nc2n(C)c1=O)-c1ccccc1C3O (centres undefined)	-1	19
COc1ccc(CN2C(=O)NC(=O)/C(=C/c3ccc([N+](=O)[O-])o3)C2=O)cc1	-5	-23
c1ccc(-c2oc3ncnc(N4CCOCC4)c3c2-c2ccccc2)cc1	-1	-18
Cc1ccc2c(Cl)cc(Cl)c(OCC(=O)NCc3ccco3)c2n1	2	20
Cc1onc(-c2ccccc2)c1C(=O)N[C@@H]1C(=O)N2[C@@H]1SC(C)(C)[C@@H]2C(=O)O	5	-26
CC(NC(=O)Cn1nnc(-c2ccncc2)n1)c1ccccc1 (centres undefined)	1	-1
COc1ccc(O[C@H]2C=C[C@@H](c3ccccc3)O[C@@H]2COC(=O)CC/C(C)=N/O[C@@H](C)c2cc(-c3c(C)cc(C)cc3C)no2)cc1	0	0
O=[N+]([O-])c1cc(/C=N\Nc2nccs2)ccc1O	0	-21
CCOC(=O)c1cnn(-c2cc(C)nc3c(-c4ccc(Cl)cc4)c(C)nn23)c1N	-4	10
COCCn1c(=NC(=O)c2ccc3c(c2)OCO3)c(C#N)cc2c(=O)n3cccc(C)c3nc21	-1	26
COc1ccc(C2c3c(oc4ccc(C)cc4c3=O)C(=O)N2c2cc(C)ccn2)cc1OC (centres undefined)	1	-14
Cc1cc(C)c2[nH]c(=O)c(CN(C(=O)C3CCCO3)C3CCCC3)cc2c1 (centres undefined)	-1	21

Complete entries, quoted from the list. Screens in order: SARS 3CLpro inh, VHR inh abs
Profile of COc1ccc(O[C@H]2C=C[C@@H](c3ccccc3)O[C@@H]2COC(=O)CC/C(C)=N/O[C@@H](C)c2cc(-c3c(C)cc(C)cc3C)no2)cc1 = 0, 0
Profile of Cn1c(=O)c2c(-c3cccc(F)c3)c3c(nc2n(C)c1=O)-c1ccccc1C3O (centres undefined) = -1, 19
Profile of CCn1c(=O)c2cc(C(=O)N3CCCC3)sc2c2ccccc21 = 1, -6
Profile of CC(C)[C@@]1(NC(=O)[C@@H]2C=C3c4cccc5[nH]cc(c45)C[C@H]3N(C)C2)O[C@@]2(O)[C@@H]3CCCN3C(=O)[C@H](Cc3ccccc3)N2C1=O = -4, 16
Profile of c1ccc(-c2oc3ncnc(N4CCOCC4)c3c2-c2ccccc2)cc1 = -1, -18

Look-ups from the list.
Entry for `O=C(O)CCC(NC(=O)C(Cc1ccc2c(c1)OCO2)NC(=O)c1ccccc1)C(=O)O` (centres undefined) in SARS 3CLpro inh: 6
Entry for `CC(NC(=O)Cn1nnc(-c2ccncc2)n1)c1ccccc1` (centres undefined) in VHR inh abs: -1
Entry for `c1nnc2c3c4c(sc3ncn12)CCCC4` in VHR inh abs: -4
Entry for `COc1ccc(O[C@H]2C=C[C@@H](c3ccccc3)O[C@@H]2COC(=O)CC/C(C)=N/O[C@@H](C)c2cc(-c3c(C)cc(C)cc3C)no2)cc1` in SARS 3CLpro inh: 0

Next section:
SMILES	SARS 3CLpro inh	VHR inh abs
Cc1ccc(S(=O)(=O)NCCn2c(C)cc3ccccc32)cc1	1	24
COc1ccc(C(=O)N2CCc3cc(OC)c(OC)cc3C2c2cccc([N+](=O)[O-])c2)cc1 (centres undefined)	-2	11
CCOC(=O)C1=C(C)OC(N)=C(C#N)C1c1c(C)nn(-c2ccc(C)cc2)c1Cl (centres undefined)	3	24
NCCCCC(NC(=O)C1CCCN1C(=O)C1CSSCC(N)C(=O)NC(Cc2ccc(O)cc2)C(=O)NC(Cc2ccccc2)C(=O)NC(CCC(N)=O)C(=O)NC(CC(N)=O)C(=O)N1)C(=O)NCC(N)=O (centres undefined)	-2	4
CCCCNC(=O)C(C#N)c1nc2ccccc2nc1N1CCCC1 (centres undefined)	3	10
C/C(=C\C(=O)c1ccc(C)cc1)Nc1ccc(N2CCOCC2)cc1	2	25
CC(C)CN1CCN(C2CCN(C(C)C)CC2)C(CCO)C1 (centres undefined)	-1	21
COc1ccc(/C=C/C(=O)c2sc(-c3ccc(Cl)cc3)nc2C)cc1	-1	19
Cc1cc(C)c2nc3s/c(=C/c4ccc5c(c4)n(C)c(=O)n5C)c(=O)n3c2c1	0	-1
CCC(=O)Nc1nc(C)c(-c2csc(Nc3ccc(S(=O)(=O)Nc4cc(C)on4)cc3)n2)s1	-1	7
O=C1CN(S(=O)(=O)c2ccc(F)cc2)CC(=O)N1CCc1ccccc1	-5	1
Cc1cc(C)cc(Oc2ccccc2CO)c1	7	36
CCN(CC)c1ccc(/C=C(\C#N)c2nc(-c3cccs3)c(NC(C)=O)s2)cc1	-4	45
CC1CNc2c(cccc2S(=O)(=O)N[C@@H](CCCN=C(N)N)C(=O)N2CC[C@@H](C)C[C@@H]2C(=O)O)C1 (some centres undefined)	-1	21
COc1ccc(S(=O)(=O)N2CCN(c3nc4ccccc4nc3-n3nc(C)cc3C)CC2)cc1	6	14
CCOC(=O)c1c(NC(=O)c2ccc(N3CCOCC3)c([N+](=O)[O-])c2)sc(C)c1C	0	1
Cn1nnnc1SCC(=O)Nc1ccc(Cl)cc1Cl	3	22
O=P(O)(O)C#Cc1ccccc1	-1	27

Assay outcomes (PubChem BioAssay)
